# Screening data from PubChem.
# TROY NFkB inh = blocks TROY-dependent signaling in reporter cells; Q293 LMP1-TROYcd NF-kB luciferase reporter, 4 h; inhibition, % at 10 µM; 0.98% of 360,000 active; AID 1347056;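 active = compounds whose plate-normalised and pattern-corrected inhibition of the luciferase reporter signal at the single screening dose is 50% or more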
# COUP-TFII inh = blocks human COUP-TFII nuclear receptor; P24468; HEK293T NGFI-A luciferase reporter, luminescence; inhibition, % at 8.6 µM; 0.7% of 370,000 active;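 active = inhibition above a per-plate cutoff, mean inhibition of test wells between control levels plus 3 SD, cut at about 38% in these data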;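 note: cells cotransfected with COUP-TFII expression vector driving the NGFI-A reporter; 0% = median of COUP-TF2 test wells and 100% = reporter-only cells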
# KKLEB tox = CF airway cell cytotoxicity counter-screen; KKLEB CF airway cells viability, ATPlite luminescence, overnight; hits give low values; cells stimulated with P. aeruginosa culture filtrate; activity change (cytotoxicity), % at 5 µM; 0.36% of 360,000 active; AID 602141;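 active = corrected activity change at or below -50% at 5 µM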
# TWEAK-Fn14 inh = blocks TWEAK-Fn14 interaction in a reporter cell assay | TWEAK-stimulated Fn14 reporter cells, luciferase luminescence, 8 h | inhibition, % at 10 µM | 2% of 360,000 active; in the data active = inhibition above about 50%
# CF NFkB inh = inhibitors of cystic fibrosis induced NF-kB; KKLEB NF-kB-GFP reporter, PAF-induced, GFP fluorescence overnight; inhibition, % at 5 µM; 0.86% of 360,000 active; AID 588850;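 active = at least 50% inhibition at 5 µM, scaled per plate between neutral and stimulator controls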;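 note: PAF is a Pseudomonas aeruginosa culture filtrate used as stimulus; plate controls were PAF-stimulated DMSO wells for no effect and unstimulated DMSO wells for full effect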
# NR5A2 inv ag = suppresses constitutive activity of human LRH-1; HEK293T StAR-luciferase reporter, LRH-1 transfected, 24 h; inhibition, % at 3.6 µM; O00482; 0.13% of 360,000 active; AID 602396;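 active = inhibition above the mean inhibition of all tested compounds plus 3 SD, cut at about 73% in these data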;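 note: 0% = DMSO wells and 100% = reporter-only cells lacking LRH-1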
# EBV LMP1 NFkB = inhibitors of Epstein-Barr LMP1-induced NF-kappaB reporter; LMP1-induced NF-kappaB luciferase reporter cells, luminescence; inhibition, % at 12.5 µM; 0.69% of 350,000 active; AID 504558; in the data active = inhibition above about 41%;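 note: 0% = neutral control wells and 100% = reference inhibitor control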
# TRAIL sens C8 = caspase-8 TRAIL sensitization. 1% of 360,000 active. inhibition (viability loss, TRAIL sensitization), % at 10 µM. NB7+C8 cells + TRAIL, ATPlite viability luminescence;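 active = compounds causing at least 50% loss of cell viability in the single-dose screen, relative to plate controls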
# Shn3 inh set2 = Schnurri-3 reporter inhibition in Clone20 osteoblasts; Clone20 osteoblast Shn3 3'UTR firefly luciferase, 24 h; inhibition, % at 12.5 µM; 0.52% of 360,000 active;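 active = mean inhibition of at least 75% with every replicate also reaching 75%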;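 note: 0% = median of neutral control wells and 100% = pilot-screen positive control compound; some compounds past the cut are filed as inactive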
# SRC1 inh = inhibits human SRC1 coactivator; HEK293 GAL4-SRC1 luciferase reporter, luminescence; inhibition, % at 3.6 µM; 0.12% of 360,000 active; Q15788;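 active = inhibition above the campaign mean plus 3 SD, with each screening campaign given its own cutoff, cut at about 60% in these data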;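 note: 0% = DMSO treated cells and 100% = gossypol at 36 µM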
# NCOA3 inh = human NCOA3 inhibition; Q9Y6Q9; HEK293 GAL4-SRC3 luciferase reporter, luminescence; inhibition, % at 3.6 µM; 0.17% of 360,000 active; AID 588352;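 active = inhibition above a per-campaign cutoff, the mean of all compounds plus 3 SD, cut at about 60% in these data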;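 note: 0% = DMSO-treated cells and 100% = gossypol-treated cells at 36 µM; higher means less SRC3-driven luciferase light from the GAL4 reporter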
# Target sequence (Q9Y6Q9 whole entry, looked up, the tested form may be a part): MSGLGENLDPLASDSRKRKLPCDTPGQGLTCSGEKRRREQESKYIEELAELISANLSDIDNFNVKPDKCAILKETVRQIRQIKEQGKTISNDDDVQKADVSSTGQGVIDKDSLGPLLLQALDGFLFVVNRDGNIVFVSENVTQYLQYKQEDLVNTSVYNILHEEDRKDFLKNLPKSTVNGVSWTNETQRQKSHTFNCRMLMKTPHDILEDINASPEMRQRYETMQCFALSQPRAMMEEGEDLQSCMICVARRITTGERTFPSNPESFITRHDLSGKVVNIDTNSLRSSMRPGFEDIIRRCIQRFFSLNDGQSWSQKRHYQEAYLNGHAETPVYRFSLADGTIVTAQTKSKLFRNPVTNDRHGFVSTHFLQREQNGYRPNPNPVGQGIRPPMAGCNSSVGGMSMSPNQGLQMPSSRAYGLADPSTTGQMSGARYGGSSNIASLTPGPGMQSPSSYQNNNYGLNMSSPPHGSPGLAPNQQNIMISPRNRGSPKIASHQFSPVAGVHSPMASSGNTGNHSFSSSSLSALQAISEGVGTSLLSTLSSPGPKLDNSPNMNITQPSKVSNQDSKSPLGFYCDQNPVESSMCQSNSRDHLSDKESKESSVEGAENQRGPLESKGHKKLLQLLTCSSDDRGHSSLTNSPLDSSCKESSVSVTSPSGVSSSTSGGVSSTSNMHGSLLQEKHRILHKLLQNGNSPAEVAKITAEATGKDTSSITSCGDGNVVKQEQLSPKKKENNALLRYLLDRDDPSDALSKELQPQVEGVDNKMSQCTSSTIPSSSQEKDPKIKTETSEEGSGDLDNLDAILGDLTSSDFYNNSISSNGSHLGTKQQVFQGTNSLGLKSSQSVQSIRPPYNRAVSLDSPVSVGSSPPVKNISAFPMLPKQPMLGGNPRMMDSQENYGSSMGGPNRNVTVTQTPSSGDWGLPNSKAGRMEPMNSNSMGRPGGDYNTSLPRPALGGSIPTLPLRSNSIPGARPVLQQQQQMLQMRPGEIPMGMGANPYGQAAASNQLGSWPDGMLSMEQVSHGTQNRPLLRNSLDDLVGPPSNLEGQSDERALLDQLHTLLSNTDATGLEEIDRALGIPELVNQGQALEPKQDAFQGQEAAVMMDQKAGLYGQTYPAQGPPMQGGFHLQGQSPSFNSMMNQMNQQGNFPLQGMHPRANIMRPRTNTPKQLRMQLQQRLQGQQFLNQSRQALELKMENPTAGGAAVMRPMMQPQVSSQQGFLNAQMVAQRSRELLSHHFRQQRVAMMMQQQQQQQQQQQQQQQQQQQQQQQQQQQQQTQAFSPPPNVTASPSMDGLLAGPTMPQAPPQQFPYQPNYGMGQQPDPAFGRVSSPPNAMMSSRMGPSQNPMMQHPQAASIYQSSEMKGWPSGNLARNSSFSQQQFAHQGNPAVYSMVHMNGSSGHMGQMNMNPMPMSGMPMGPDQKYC
# * marks the source's active call; other numbers are inactive results; / = not tested or not shown; & = joins results of further samples. The list is partial; rates above refer to the full screens.
item	compound	TROY NFkB inh	COUP-TFII inh	KKLEB tox	TWEAK-Fn14 inh	CF NFkB inh	NR5A2 inv ag	EBV LMP1 NFkB	TRAIL sens C8	Shn3 inh set2	SRC1 inh	NCOA3 inh
1	CCOCCCN(C(=O)c1snc(C(N)=O)c1N)C(C(=O)NC(C)(C)C)c1ccc(Cl)cc1 (stereo unspecified)	-1	-14	15	9	1	8	-5	23	-8	4	-10
2	Cc1nn2c(-c3ccc(F)cc3)ccnc2c1Br	-3	-7	-4	13	8	-9	2	-2	-37	12	-11
3	O=C1NC(=S)N/C1=C/c1ccc2ccccc2c1	-30	0	-2	-2	-8	1	3	7	-18	-5	0
4	CCOC(=O)C(=Cc1ccc(-n2ccnc2)cc1)C(=O)OCC	64*	2	-9	96*	71*	2	26	16	75	12	16
5	COc1ccc(-n2nc(N)c(C(N)=O)n2)cc1	-19	-16	9	-32	10	-30	-10	7	-19	-53	-6
6	COc1ccc(-c2noc(CNC(=O)Nc3ccc(F)cc3)n2)cc1	1	-14	0	-19	3	13	13	-5	15	-4	2
7	CC1=CC(C)(C)Nc2ccccc21	19&-15	-15&-13	8&0	0&17	2&3	-9&7	-6&-7	-6&2	-8&8	6&2	-2&18
8	CSc1nc(C)cc(OCC(=O)N/N=C/c2ccccc2O)n1	-10	3	-11	-4	14	28	33	7	52	21	28
9	CN(C)C(=O)c1ccc(=O)n(Cc2ccc(Cl)cc2Cl)c1	3	-6	-5	-2	-1	8	-1	-4	-19	-5	-6
10	CCOc1ccccc1C(=O)NCC(=O)OCc1csc(CC(=O)Nc2ccc(C)cc2)n1	-31	-4	-11	-14	-4	-26	-28	-2	16	-14	-28
11	CC(C)CNS(=O)(=O)c1ccc(S(=O)(=O)N2CCN(CCC#N)CC2)cc1	3	-3	7	-1	2	18	-4	-6	3	0	20
12	Cc1cccc2sc(N3CCN(C(=O)c4cccs4)CC3)nc12	-3	-3	-4	-12	2	-3	7	7	9	-9	18
13	CC1CCc2c(sc3nc4n(c(=O)c23)CCS4)C1 (stereo unspecified)	-61	-27	2	-3	-13	-64	-25	1	-15	-58	-57
14	CC(C)(C)n1nnnc1CN1CCN(C(c2ccccc2)c2ccccc2)CC1	-1	4	8	9	-9	22	-12	-8	-31	-1	9
15	CC(C)(C)S(=O)N1Cc2cc(C(=O)N[C@@H]3CCN(Cc4ccccc4)C3)nc(-c3cccc(-c4cc5ccccc5o4)c3)c2[C@@H]1CCO (stereo partly specified)	2	-6	-22	33	8	18	/	6	35	-6	16
16	CC(=O)c1ccc(N(CC(=O)NC2CCS(=O)(=O)C2)S(=O)(=O)c2ccc(Cl)cc2)cc1 (stereo unspecified)	1	-3	12	17	5	-14	2	-14	-20	-7	4
17	O=C(c1[nH]c(C(F)(F)F)nc1-c1ccccc1)N1CCCCC1	-10	8	4	-1	-10	0	/	-1	-12	6	-16
18	COc1ccc(NC(=O)NN2CCN(C)CC2)cc1OC	-6	-2	-5	25	7	2	2	21	11	-1	-1
19	COc1ccc2nc(NC(=O)c3ccc(-n4nc(C)cc4C)cc3)sc2c1	21	-3	-4	-17	11	-5	9	13	7	18	5
20	O=C(NNC(=O)c1cc2ccccc2oc1=O)c1ccccc1	-39	2	1	-8	-15	-32	-14	13	-73	-70	-34
21	Cc1ccc2c(c1)Oc1ccc([N+](=O)[O-])cc1C(=O)N2	9	12	-18	0	14	20	34	1	8	0	13
22	COc1cc(NC(=O)CSc2nnc(Cn3nnc4ccccc43)n2C)cc(OC)c1	0	-4	-6	0	11	9	-7	-29	-18	0	13
23	COc1ccc(Cl)cc1NC(=O)CSc1nnc(CNC(=O)c2ccco2)o1	-22	6	2	-8	9	-6	2	-4	-8	-12	10
24	CC(C)c1ccc(CC(=O)N2CCC2(C)C(=O)NS(=O)(=O)c2ccc(C(C)(C)C)cc2)cc1 (stereo unspecified)	5	-14	-5	9	3	15	/	-19	-5	6	13
25	COc1ccccc1CNC(=O)c1ccccc1C(=O)NC(C)(C)C(=O)NCc1ccccc1OC	-11	-11	3	-1	-13	-20	5	1	-2	12	1
26	CN1CCN(S(=O)(=O)c2cccc(C(=O)Nc3sc4c(c3C(N)=O)CCCC4)c2)CC1	14	-6	7	-4	10	-11	-1	-5	-23	1	8
27	Cc1cccc(C)c1Cn1c(C)c(C(=O)NCCC#N)sc1=O	1	1	4	-4	-25	9	/	-4	-7	-1	-7
28	CC(C)(C)NC(=O)/C=N/O	8	10	5	-6	0	8	5	-10	4	-11	4
29	CCCCCCn1cc(CN2CC(N3CCN(Cc4ccccc4F)CC3)CS2(=O)=O)nn1 (stereo unspecified)	3	13	/	18	/	11	/	5	/	/	/
30	CC1(C)CC(=O)C/C(=N/NC(=O)CCCOc2ccc(Cl)cc2Cl)C1	-18	1	3	2	9	-12	-1	-1	15	-19	8

# Other entries:
item	compound	TROY NFkB inh	COUP-TFII inh	KKLEB tox	TWEAK-Fn14 inh	CF NFkB inh	NR5A2 inv ag	EBV LMP1 NFkB	TRAIL sens C8	Shn3 inh set2	SRC1 inh	NCOA3 inh
31	C[n+]1ccn(CC(=O)c2cc(C(C)(C)C)c(O)c(C(C)(C)C)c2)c1	-16	-8	9	19	-4	-1	3	14	2	10	16
32	COc1ccc(-c2nc3c(c(SCC(=O)N4CCCC4)n2)COC(C)(C)C3)cc1	-10	18	6	10	-8	7	-8	0	17	13	-17
33	COc1cc2c(cc1OC)C(c1ccc(C)o1)CC(=O)N2 (stereo unspecified)	-10	-18	10	-9	-13	23	-10	-12	-12	-18	-3
34	OCCc1ccc(NCCc2cccs2)cc1	-28	-43	15	-9	-40	-100	/	-7	-44	-61	-63
35	Cc1cc(NC(=O)CSc2nc3cc(Cl)ccc3o2)no1	-32	-10	8	-13	-11	-13	4	-13	-10	8	5
36	COc1ccc(N2C(=O)C(C)C(Cc3ccc(C)cc3)C2=O)cc1 (stereo unspecified)	3	8	-7	-15	2	-6	-1	-8	3	-1	-7
37	O=C(c1ccco1)N1CCN(S(=O)(=O)c2ccc3c(c2)CCN3C(=O)C2CCC2)CC1	7	15	9	-5	1	15	1	4	9	0	5
38	CC(=O)NC(Cc1ccccc1F)C(=O)NC1CCN(C(=O)Nc2ccc(C)cc2)CC1 (stereo unspecified)	-14	8	5	25	-1	-5	-3	-1	6	-1	9
39	COCCN(CCOC)S(=O)(=O)c1ccc(C(=O)Nc2sc3c(c2C(N)=O)CCCCC3)cc1	17	0	-19	45	27	-52	-19	40	-39	-33	-16
40	CCCNS(=O)(=O)c1cccc(C(=O)OCc2cc(=O)oc3cc(OC)ccc23)c1	14	-46	-18	5	44	12	16	21	-9	0	-28
41	C=CCn1c(SCCOc2ccc(OC)cc2)nnc1C(C)NC(=O)c1ccc(OC)cc1 (stereo unspecified)	-5	11	15	18	-15	0	6	-1	13	4	-1
42	COC(=O)c1nc2nc(-c3cccs3)cc(C(F)(F)F)n2n1	-6	12	-14	6	-20	3	-29	2	-11	-7	10
43	O=c1c2ccccc2sn1-c1ccccc1F	-47	-1	3	-6	34	-1	3	-4	7	-18	10
44	COC(=O)c1ccc(/C=C(\C#N)c2ccccn2)cc1	-66	-84	-8	-10	-20	-150	-52	52*	-89	-95	-50
45	COc1cccc(-n2c(CN3CCN(c4cccc(C)c4)C(C)C3)nc3ccc([N+](=O)[O-])cc3c2=O)c1 (stereo unspecified)	7	15	-5	22	8	9	-2	0	17	-13	15
46	O=S(=O)(Nc1ncccn1)c1ccc(NS(=O)(=O)c2cc(Cl)ccc2Cl)cc1	18	8	6	5	4	10	-14	9	6	-4	-5
47	CC(C)Oc1ccc(C(=O)NCc2ccco2)cc1	-9	-9	6	-21	8	-33	-2	-12	-9	-52	-13
48	COc1ccc(C2C(=O)N(C3CCCCC3)CC(=O)N2Cc2ccc3c(c2)OCO3)cc1 (stereo unspecified)	1	13	-8	-15	-18	14	-4	7	-22	7	-6
49	CC1N(O)C(c2ccc(Cl)cc2Cl)N(O)C1(C)C (stereo unspecified)	23	10	-3	-8	-12	2	2	-12	-8	-11	8
50	CN(C)C(=O)c1cccc(-c2cnc3cccnn23)c1	5	-18	-15	7	33	2	/	3	8	31	12
51	Cc1cc(OC(=O)c2ccc(S(=O)(=O)N(C)C)cc2)cc(=O)o1	1	4	-5	6	-7	-15	0	1	/	-1	13
52	O=C(Nc1ccccc1N1CCOCC1)c1ccco1	-12	19	-8	18	3	-1	2	3	10	-3	-7
53	O=C1CC(c2ccccc2)CC(O)=C1C=NCCN1CCOCC1 (stereo unspecified)	-4	11	2	-8	4	11	-2	1	-12	10	22
54	Cc1ccc(/C=N/Nc2ccnc3cc(Cl)ccc23)c(C)c1	41	6	-36	19	-16	10	5	33	4	19	14
55	Cc1nc2c(C)cccn2c(=O)c1NC(=O)c1cccs1	-7	5	16	9	-10	-1	0	-16	-9	-1	-11
56	O=C(Nc1nccs1)c1cncc(Br)c1	-53	-6	12	1	0	-87	-26	0	-35	-50	-56
57	Cc1nc(CS(=O)(=O)c2ccccc2)cc(N2CCN(c3ccccc3F)CC2)n1	-17	28	-8	42	-9	9	-24	13	0	8	19
58	Cc1cccc(NC(=O)CCCc2ccccc2)c1C	-18	6	0	-1	7	-32	-3	3	-18	-3	-11
59	Cc1ccc(CNC(=O)C2(C(F)(F)F)C/C(=C\Cc3ccccc3)CCCO2)o1 (stereo unspecified)	6	/	-6	-2	9	30	-2	5	4	0	-2
60	CC1CN(C(=O)c2ccc(NS(=O)(=O)c3ccc(F)cc3)cc2)CC(C)O1 (stereo unspecified)	-5	-3	-7	19	12	11	-19	-28	4	-20	-6

# Marked active in CF NFkB inh, among the entries above:
cpd | smiles | COUP-TFII inh | TWEAK-Fn14 inh | CF NFkB inh | NR5A2 inv ag | EBV LMP1 NFkB | Shn3 inh set2 | SRC1 inh | NCOA3 inh
4 | CCOC(=O)C(=Cc1ccc(-n2ccnc2)cc1)C(=O)OCC | 2 | 96* | 71* | 2 | 26 | 75 | 12 | 16

# Continuation:
item	compound	TROY NFkB inh	COUP-TFII inh	KKLEB tox	TWEAK-Fn14 inh	CF NFkB inh	NR5A2 inv ag	EBV LMP1 NFkB	TRAIL sens C8	Shn3 inh set2	SRC1 inh	NCOA3 inh
61	O=C(OCC(=O)N1CCCc2ccccc21)c1cc(Br)ccc1O	3	3	14	-2	-27	-19	-1	7	12	3	11
62	O=C(Nc1ccc2c(c1)CCC2)c1ccc(F)cc1	-48	-26	-7	20	10	-173	-33	52*	-62	-103	-38
63	Cc1nc(-c2ccc(C(=O)Nc3cccc(Br)c3)cc2)cs1	28	36	-33	66*	-24	-106	-25	78*	-45	-91	-47
64	CCc1nc2ccc(C(=O)N3CCN(c4ccccc4)CC3)cc2nc1CC	-2	23	-1	4	17	4	0	13	-11	4	-2
65	O=C(CS(=O)CC(=O)N(CC(=O)NC1CCCC1)c1ccc2c(c1)OCCO2)Nc1ccc(F)cc1 (stereo unspecified)	-7	13	-14	4	4	-11	1	-12	0	-7	0
66	O=C(CCN1CCOCC1)NNC(=O)/C(=C/c1ccccc1)NC(=O)c1ccccc1	-17	3	-1	-3	7	-8	0	-8	-5	10	14
67	O=C(Nc1nccs1)c1nc[nH]c1C(=O)N1CCN(c2ccccc2)CC1	-2	1	-3	5	9	7	9	15	-21	1	-3
